# High-throughput results: PubChem, several laboratories
# Avidin fluor – avidin bead compound fluorescence profile; Avidin beads, compound fluorescence 488/530 nm, flow cytometry; hits give high values; fluorescence (KMESF) at 10 µM; 220,000 compounds, 0.38% hits; in the data active = fluorescence above about 47; also: inactives centre near 10
# Rab7 wt modul – modulators of GTP binding to dog Rab7 wildtype GTPase | AID 758 | GTP binding activity (percent of control), % at 10 µM | GST-Rab7 beads, fluorescent GTP binding, flow cytometry; actives lie on both sides; untreated = 100%, excess cold GTP = 0% | 190,000 compounds, 0.055% hits;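 active = fluorescent GTP binding to Rab7 beads changed by at least 20 points from the 100% baseline, either direction, mostly lower; inconclusive = compound itself probably fluorescent, or too few beads counted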;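 also: median green fluorescence of bound Bodipy-FL-GTP per Rab7 bead population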
# GSH bead fluor – GSH bead compound fluorescence profile; GSH beads flow cytometry, compound fluorescence 488/530 nm; hits give high values; fluorescence (KMESF) at 10 µM; 190,000 compounds, 0.25% hits; AID 1776; in the data active = fluorescence above about 89;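 also: glutathione beads carrying GST-tagged Bcl family fusion proteins plus one bare bead set; values are compound well signal with DMSO vehicle wells as background; inactives centre near 16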
# Rab2 wt GTP – changes GTP binding to wildtype dog Rab2A, up or down. P61105. GST-Rab2 wt beads, Bodipy-GTP binding, flow cytometry. GTP binding activity, % at 10 µM. 190,000 compounds, 0.19% hits;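 active = GTP binding activity at least 20 points away from 100%, either lowered or raised; inconclusive = signal likely due to the compound's own green fluorescence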;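 also: 0% = beads with excess unlabeled GTP and 100% = no-compound control corrected for plate trend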
# Rac1 wt GTP bind – modulators of human Rac1 wildtype GTP binding | GTP binding activity (% of control), % at 10 µM | AID 757 | P63000 | GST-Rac1 beads, fluorescent GTP binding, flow cytometry; actives lie on both sides; 0 = cold GTP competed, 100 = untreated | 190,000 compounds, 0.27% hits;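 active = GTP binding activity at least 20 points away from the 100% control level, either lower or higher; inconclusive = compound flagged as likely green fluorescent, judged across all proteins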
# HRas wt GTP – human HRas wildtype GTP binding, change in either direction; GST-Ras wt beads, Bodipy-FL-GTP binding, flow cytometry; actives lie on both sides; GTP binding activity, % at 10 µM; 190,000 compounds, 0.14% hits; AID 759;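 active = GTP binding activity at least 20% away from the 100% baseline, either lowered as inhibitor or raised as activator; inconclusive = flagged as likely green fluorescent, judged across all proteins in the well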;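 also: 0% = unlabeled GTP competition control and 100% = no-compound control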
# Target sequence (P01112 whole entry, looked up): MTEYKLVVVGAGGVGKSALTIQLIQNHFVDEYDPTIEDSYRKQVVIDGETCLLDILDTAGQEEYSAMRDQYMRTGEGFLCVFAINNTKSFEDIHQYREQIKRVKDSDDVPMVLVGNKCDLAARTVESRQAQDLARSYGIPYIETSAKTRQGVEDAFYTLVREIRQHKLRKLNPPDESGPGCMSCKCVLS
# ABCB1 block – blocks JC-1 efflux by human ABCB1 transporter; AID 1326; P08183; 190,000 compounds, 0.067% hits; CCRF-Adr cells, flow cytometry; inhibition, % at 6.6 µM; in the data active = inhibition above about 40%;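 also: 0% = vehicle and 100% = reference inhibitor; higher value means more JC-1 retained so stronger ABCB1 efflux block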
# Rac1 mut GTP – modulators of GTP binding to human Rac1 activated mutant; AID 764; 190,000 compounds, 0.11% hits; percent activity (GTP binding), % at 10 µM; GST-Rac1 activated beads, fluorescent GTP binding, flow cytometry; actives lie on both sides; 100% means binding = to untreated wells; P63000;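 active = GTP binding at least 20 percentage points away from the 100% baseline, in either direction, so actives lie on both sides; inconclusive = Compound likely fluorescent itself, or too few beads counted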
# Cdc42 wt GTP – changes GTP binding to wildtype human Cdc42; AID 761; percent activity (GTP binding), % at 10 µM; 190,000 compounds, 0.2% hits; P60953; GST-Cdc42 beads, Bodipy-GTP binding, flow cytometry; actives lie on both sides;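 active = percent activity GTP binding at least 20 points away from the 100% baseline, either down as inhibitor or up as activator; inconclusive = compound flagged as likely green fluorescent from well-wide comparison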;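 also: median bead fluorescence of bound Bodipy-FL-GTP at 100 nM; 0% = excess unlabeled GTP control and 100% = no compound control; below 100% means less GTP binding so inhibitor and above means activator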
# Target sequence (P60953 whole entry, looked up): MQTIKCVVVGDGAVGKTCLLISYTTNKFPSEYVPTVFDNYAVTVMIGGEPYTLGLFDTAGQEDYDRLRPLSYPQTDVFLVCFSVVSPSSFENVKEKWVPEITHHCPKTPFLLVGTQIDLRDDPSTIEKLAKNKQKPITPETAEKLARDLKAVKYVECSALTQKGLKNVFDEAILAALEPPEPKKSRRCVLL
# ABCG2 inh – inhibitors of human ABCG2 transporter, ABCB1 counter-screen | AID 1325 | IgMXP3 cells, JC-1 efflux, flow cytometry | Q9UNQ0 | 190,000 compounds, 0.1% hits | inhibition, % at 6.6 µM;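 active = inhibition above 80%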;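 also: 0% = DMSO and 100% = nicardipine control wells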
# Target sequence (Q9UNQ0 whole entry, looked up): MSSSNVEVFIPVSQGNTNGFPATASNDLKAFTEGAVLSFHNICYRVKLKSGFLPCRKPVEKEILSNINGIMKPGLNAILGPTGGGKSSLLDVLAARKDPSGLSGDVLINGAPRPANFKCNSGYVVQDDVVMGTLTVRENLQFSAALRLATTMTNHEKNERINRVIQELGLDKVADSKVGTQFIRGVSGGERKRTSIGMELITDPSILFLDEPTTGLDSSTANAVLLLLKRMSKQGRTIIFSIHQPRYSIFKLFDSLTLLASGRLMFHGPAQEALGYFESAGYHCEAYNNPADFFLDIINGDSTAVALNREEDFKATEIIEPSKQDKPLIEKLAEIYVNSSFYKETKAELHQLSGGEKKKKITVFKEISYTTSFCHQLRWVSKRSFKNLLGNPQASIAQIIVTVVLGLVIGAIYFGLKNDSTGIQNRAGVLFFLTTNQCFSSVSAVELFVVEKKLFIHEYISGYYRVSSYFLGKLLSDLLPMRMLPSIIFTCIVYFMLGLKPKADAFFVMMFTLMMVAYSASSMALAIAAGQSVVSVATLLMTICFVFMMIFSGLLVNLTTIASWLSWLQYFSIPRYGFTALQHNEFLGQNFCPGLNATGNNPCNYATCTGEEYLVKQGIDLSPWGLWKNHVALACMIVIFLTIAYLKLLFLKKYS
#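 Incubation: cells with compound and JC-1, 10 min at 25 °C, rotating, no wash / Test system: IgMXP3 (ABCG2) plus far-red-tagged CCRF-Adr (ABCB1) cells / Compound dosing: one concentration, 6.6 µM final / Also added: JC-1 fluorescent substrate / Evaluation: efflux inhibition in percent versus controls / Detection: flow cytometry, 530 nm JC-1 signal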
# Pf gamet viab – inhibitors of late stage P. falciparum gametocyte viability. P. falciparum stage V gametocytes, ATP luminescence, 24 h. 150,000 compounds, 0.065% hits. inhibition, % at 10.9 µM;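 active = inhibition above the mean plus 3 SD of compounds within the control limits, set per campaign, cut at about 38% in these data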;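 also: 0% = DMSO wells and 100% = medium only without gametocytes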
# Numbers without * were called inactive; ? = inconclusive; nt = not tested or not shown. This is a subset; the hit share may differ from the screen's.
SMILES,Avidin fluor,Rab7 wt modul,GSH bead fluor,Rab2 wt GTP,Rac1 wt GTP bind,HRas wt GTP,ABCB1 block,Rac1 mut GTP,Cdc42 wt GTP,ABCG2 inh,Pf gamet viab
CCn1ccnc1CN1CCCC(C(=O)c2cccc(C(F)(F)F)c2)C1 (stereo unspecified),3,97,16,96,99,95,0.1,96,97,1,5
COc1ccc(Cn2c(O)c(C=NCCCn3ccnc3)c(=O)[nH]c2=O)cc1,15,98,26,103,102,100,-0.1,98,101,-3,nt
COc1cc(/C=C2\C(=O)NC(=O)N(c3ccccc3)C2=O)cc(OC)c1O,9,96,57,92,91,95,-0.4,92,93,-3,-2
CC(=NCCCn1ccnc1)c1c(O)n(C)c(=O)n(C)c1=O,36,98,16,96,96,97,-0.2,96,97,-1,nt
O=C(CSC1c2ccccc2-c2ccccc21)N/N=C/c1ccccc1O,31,97,21,99,103,100,-0.1,99,101,8,-18
COc1ccc(C2=NCc3nnc(C)n3-c3ccc(Cl)cc32)cc1Cl,18,99,11,104,103,102,0.2,101,99,0,nt
CC(=NCCN1CCOCC1)c1c(O)n(C2CCCCC2)c(=O)[nH]c1=O,33,103,25,101,104,103,1.2,100,103,5,20
CC(C)(C)c1nc(NCc2ccc3c(c2)OCO3)c2nnn(Cc3ccccc3Cl)c2n1,4,102,141*,103,106,102,0.0,100,102,0,nt
COc1ccc(OCC(=O)N2CCN(C3CCC(c4ccccc4)CC3)CC2)cc1 (stereo unspecified),6,98,10,97,100,96,0.9,98,102,1,4
COc1ccc(C(=O)C2CCCN(Cc3ccccn3)C2)c(OC)c1 (stereo unspecified),12,102,13,98,102,101,0.1,96,96,0,9
O=C(Nc1cccc(C(F)(F)F)c1)c1cccn(Cc2ccc3c(c2)OC(F)(F)O3)c1=O,6,98,38,95,99,95,-0.6,93,94,7,12
Cc1ccc(-n2nc(C)c3c2NC(=O)CSC3c2ccc3c(c2)OCO3)cc1 (stereo unspecified),7,95,41,96,97,98,0.4,97,98,1,-3
O=C1NC(=O)N(c2ccc3c(c2)OCO3)C(=O)/C1=C\c1ccc(N2CCCCC2)o1,10,101,11,101,101,101,0.3,99,103,7,10
CN(C)c1ccc(NC(=O)CN2C(=O)CN=C(c3ccccc3)c3ccccc32)cc1,8,91,32,95,98,96,1.1,96,98,-2,nt
CN1C(=O)C(=Cc2ccccc2OCCOc2ccc([N+](=O)[O-])cc2)C(=O)N(C)C1=O,14,103,12,98,100,99,-0.8,95,97,-1,-23
CC(C)C/C(=N/O)c1c[nH]c2ccccc12,16,92,13,95,92,97,0.2,93,97,2,nt
CC(C)(C)C(=O)Cn1c(NCCCl)nc2ccccc21,3,94,12,94,94,93,0.5,94,92,-2,23
Cc1ccc(C(=O)O)cc1N=Nc1c(O)[nH]c(=O)[nH]c1=O,15,99,13,89,85,92,1.2,91,89,41,24
O=C(c1ccc(Cl)cc1)C12CN3CN(CN(C3)C1)C2,15,99,39,101,106,102,0.6,102,102,2,nt
CCCCn1c(NC(=O)c2ccc(Br)o2)c(C(=O)OCC)c2nc3ccccc3nc21,2,92,24,95,94,94,1.1,94,94,8,nt
COc1cccc(N2C(=O)NC(=O)/C(=C/c3ccc4c(c3)Cc3ccccc3-4)C2=O)c1,7,107,13,97,98,98,-0.3,91,92,-2,-11
CCC(C)n1c(O)c(C(c2ccccn2)c2c(O)n(C(C)CC)c(=S)[nH]c2=O)c(=O)[nH]c1=S (stereo unspecified),8,96,11,100,100,103,-3.1,100,99,-10,-21
CCn1c(=O)cc(SCC(=O)N2CCC3(CC2)OCCO3)c2ccccc21,16,100,14,101,105,102,-0.1,100,102,17,24
Cn1c2ccccc2c2c(C(=O)N3CCC4(CC3)OCCO4)cn(C3CCCCC3)c(=O)c21,35,97,13,94,95,96,1.5,92,96,3,nt
CN(C)C(Cc1ccccc1)C(=O)c1ccccc1 (stereo unspecified),13,99,12,100,102,101,0.1,100,98,2,nt
O=C(c1ccc2c3c(cccc13)CC2)C1CCCN(Cc2ncc[nH]2)C1 (stereo unspecified),13,99,13,97,102,98,0.9,97,98,2,12
COc1ccccc1-n1c(Cc2ccccc2)nc2ccccc2c1=O,11,103,13,101,96,98,1.1,96,99,3,13
O=c1[nH]c(=S)n(-c2ccc(Cl)cc2)c(O)c1C=Nc1ccc(N2CCOCC2)cc1,16,103,18,98,94,96,0.1,94,95,1,4
CC(C)C(=O)c1cn(Cc2ccccc2C#N)c2ccccc12,16,104,35,100,105,100,2.9,96,99,49,nt
CCOc1ccc2oc(C(=O)NN3C(C)CCCC3C)c(C)c2c1 (stereo unspecified),9,95,14,98,92,95,0.0,94,96,2,-19
N#CCP(=S)(c1ccccc1)c1ccccc1,3,98,5,100,103,101,0.1,103,99,0,1
CCC(CC)N1CCN(C(=O)Cc2ccccc2)CC1,4,97,22,95,98,97,0.0,96,98,0,nt
C=CCN1C(=O)C2(C(C(=O)OCC)=C(N)Oc3ccccc32)c2c1c1ccccc1oc2=O (stereo unspecified),4,99,30,96,100,95,0.9,95,96,3,16
O=c1[nH]c(=S)n(-c2ccccc2F)c(O)c1C=NCc1ccco1,2,99,5,98,106,103,-0.8,103,100,-3,5
CCC12CN3CCN(CC(C3)/C1=N\O)C2,8,102,13,106,114,103,0.0,102,106,-2,3
S=P(Nn1cnnc1)(c1ccccc1)c1ccccc1,8,104,14,97,98,97,0.8,95,96,11,4
CCC(=O)N1c2ccc(S(=O)(=O)CCC(=O)N3CCC4(CC3)OCCO4)cc2CC1C (stereo unspecified),9,98,12,103,101,100,0.3,97,100,0,4
CCN1CCN(c2cc(N3CCCC3)c([N+](=O)[O-])cc2F)CC1,10,103,27,99,108,100,1.0,98,102,2,-18
C=C(c1ccccc1)P(=O)(O)O,7,101,22,99,104,100,-2.7,98,102,15,nt
O=c1[nH]c(=O)n(Cc2ccc(F)cc2)c(O)c1C=NCCCO,122*,100,17,100,99,99,0.1,97,99,0,-2
C=CCn1c(O)c(/C=N/NC(=O)CCCC)c(=O)[nH]c1=S,6,93,24,93,93,92,-0.5,91,90,2,4
CC(=NCc1ccco1)c1c(O)n(Cc2ccccc2)c(=O)[nH]c1=O,11,108,6,102,104,102,0.8,99,103,2,-11
O=C1NC(=O)C(CCc2ccccn2)(Cc2cccc(Cl)c2Cl)C(=O)N1c1ccc(Br)cc1 (stereo unspecified),12,102,20,100,103,98,1.7,97,98,9,-6
O=[N+]([O-])c1ccc(N2CCNCC2)cc1NCc1ccco1,11,98,5,99,107,100,0.9,100,102,-6,nt
O=P(C(c1c[nH]c2ccccc12)N1CCOCC1)(N1CCOCC1)N1CCOCC1 (stereo unspecified),5,107,18,102,103,102,0.3,100,103,5,nt
C=Cn1ccnc1P(=S)(c1nccn1C=C)c1nccn1C=C,8,99,12,97,102,99,0.5,98,100,2,nt
COc1ccc(C(CC(=O)N2CCC3(CC2)OCCO3)NS(=O)(=O)c2ccc(C)cc2)cc1 (stereo unspecified),4,100,48,101,107,102,0.0,100,101,0,-1
CC(=O)c1ccc(OC(=O)N(C)c2ccccc2)cc1,9,95,17,95,99,96,-0.1,96,95,4,nt
CCOC(=O)CNC(=O)CNC(=O)C(Cc1ccc(N(CCCl)CCCl)cc1)NC(C)=O (stereo unspecified),10,100,9,102,105,104,0.3,99,109,1,-5
Cc1cccc(-n2c(O)c(C=NCCCN3CCOCC3)c(=O)[nH]c2=O)c1C,21,96,28,100,101,97,-0.4,99,102,-3,nt
CC(C)N1C(=O)CCC1C(=O)N1CCC2(CC1)OCCO2 (stereo unspecified),40,?,10,?,?,?,0.6,?,?,2,nt
O=C(CN1CCN(Cc2ccc(Cl)cc2)C1=O)N1CCC2(CC1)OCCO2,4,93,36,98,102,99,0.6,98,95,4,-29
O=C(Cc1ccccc1)N1CCN(C2CCCC2)CC1,17,94,27,92,94,93,-0.2,94,92,-4,nt
COc1ccc(/C=N/N=C(/N)N[N+](=O)[O-])c(OC)c1,32,101,12,99,98,100,0.2,96,99,1,-13
CCOc1ccc(N=C2SCCCN2C)cc1,9,99,24,100,102,102,0.0,101,100,1,nt
OC1(c2ccccc2F)CC2CCC(C1)N2CCN1CCOCC1 (stereo unspecified),3,97,37,99,101,100,-0.6,97,103,2,nt
CCN(c1ccc(C(O)(C(=O)OC)C(F)(F)F)cc1)S(=O)(=O)c1ccccc1 (stereo unspecified),6,104,7,103,106,104,0.0,102,106,0,9
O=C1NC(=O)C2(C(=O)N1)C(c1ccc(F)cc1)NC(=S)NC2c1ccc(F)cc1 (stereo unspecified),4,99,59,99,102,101,0.0,97,101,0,nt
CCOP(=O)(OCC)c1ccc(O)cc1,7,101,15,98,102,98,0.4,98,97,0,13
O=c1c2ccccc2nc(-c2ccc([N+](=O)[O-])cc2)n1-c1ccccc1,17,102,15,100,101,100,1.1,99,101,7,7

# (continued)
SMILES,Avidin fluor,Rab7 wt modul,GSH bead fluor,Rab2 wt GTP,Rac1 wt GTP bind,HRas wt GTP,ABCB1 block,Rac1 mut GTP,Cdc42 wt GTP,ABCG2 inh,Pf gamet viab
COc1ccc2c(c1)c(C(=O)O)c(C)n2C(C)C,5,98,29,100,108,101,-0.1,100,103,4,-6
O=C(O)C(Cc1cnc[nH]1)NS(=O)(=O)c1ccc(Cl)cc1 (stereo unspecified),13,99,9,98,105,100,0.5,99,105,3,-1
CN1C(=O)C(=Cc2ccc(N3CCOCC3)o2)C(=O)N(C)C1=S,12,95,13,97,100,97,0.6,98,100,1,nt
O=C(O)CCn1cc(C=C2C(=O)NC(=S)NC2=O)c(-c2ccccc2)n1,10,101,9,99,94,98,-0.7,93,95,-5,-10
CC(=O)C1C2c3ccccc3O[C@@]1(C)N=c1s/c(=C/c3ccoc3)c(=O)n12 (stereo partly specified),3,105,8,97,102,101,0.1,100,101,0,nt
CCN(CC)CC(O)c1ccc(C2CCCC2)cc1 (stereo unspecified),3,98,12,97,102,100,2.5,100,99,-7,20
COc1ccc(CCNCc2ccc(SC)cc2)cc1,32,96,15,95,99,97,0.8,93,97,2,nt
